High-throughput results: PubChem, several laboratories
NFkB transloc pot: enhancers of NFkB p65 translocation in HUVEC – imaging, IL-1B stimulus, high-content imaging, primary screen; HUVEC IL-1B NFkB p65 nuclear translocation imaging; activation, % at 2 µM; hit rate 0.3% among 94,000;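 active = activation above 40%, about the mean plus 3 SD, also judged a hit on visual image review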;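 also: percent activation is computed from the nuclear over cytoplasmic p65 intensity ratio; values of inactives mirror those of a sister screen read the other way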
Bcl-B displacement: displacers of TR3 peptide from Bcl-B, primary screen, selectivity assay for Bfl-1 inhibitor project, biochemical, fluorescence polarization; Bcl-2-like protein 10 (Homo sapiens); FP displacement of FITC-TR3 peptide from Bcl-B; higher % means a stronger effect; displacement, % at 20 µM; hits with a dose series show IC50 in µM; hit rate 0.11% among 96,000;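 active = displacement above 50% at 20 µM plus a fluorescence interference ratio under 1.5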;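 also: plate controls were wells without compound for no effect and wells lacking Bcl-B protein for full effect; a part of the inactive calls stands beside numbers as strong as those of hits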
PLAP inhibition: PLAP enzyme inhibitors, biochemical, luminescence, HTS (AID 690) | one-dose inhibition, % at 20 µM; IC50 in µM for titrated hits | purified PLAP, luminescent substrate; higher % means a stronger effect | Alkaline phosphatase, placental type (Homo sapiens) | hit rate 0.08% among 96,000; in the data active = a potency from the dose series; inactive = the rest, 99 in 100 with inhibition below about 30%; also: strong numbers were not always called active
IL1B NFkB inh: inhibitors of IL-1B driven NFkB p65 nuclear import, primary screen, imaging, HUVEC, IL-1B stimulus, high-content imaging | HUVEC IL-1B NFkB p65 nuclear translocation imaging | inhibition, % at 2 µM | hit rate 0.43% among 94,000 | AID 796, 2007;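 active = inhibition above about 30% together with a positive call from visual inspection of the well image, limit read from the data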;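 also: nuclear over cytoplasmic p65 intensity ratio measured by imaging; 0% = IL-1B stimulated DMSO wells and 100% = unstimulated DMSO wells; values of inactives mirror those of a sister screen read the other way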
MRP resist rev: reversal of MRP1-mediated doxorubicin resistance, primary screen, H69AR cells, doxorubicin co-treatment | AID 602, 2007 | differential viability (reversal), % at 10 µM | H69AR cells + 2 uM doxorubicin, CellTiter-Glo, 72 h | hit rate 0.04% among 85,000;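 active = viability drop by adding the cancer drug above about 55%, with treated viability meeting a 40% cutoff, limit read from the data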;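 also: viability without doxorubicin minus viability with 2 µM doxorubicin for each compound; larger differential means the compound sensitizes cells more to doxorubicin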
MRP resist rev cytotoxicity: second read-out of MRP resist rev, no call of its own (marks repeat the call); viability, %; H69AR cells, CellTiter-Glo, 72 h; measured here: cytotoxicity without doxorubicin
MRP resist rev with doxorubicin: also measured in MRP resist rev; calls as there; viability, %; measured here: viability with 2 uM doxorubicin; hits give low values
IL1B NFkB inh cell count 2 µM: also measured in IL1B NFkB inh; calls as there; cell count; measured here: cells passing quality filter;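 raw number of nuclei counted in each imaged well without normalization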
NFkB transloc pot cell count 2 µM: recorded beside NFkB transloc pot, whose call it bears; cell count; measured here: cells passing quality filter
Active calls of the source: *; nt = not tested or not shown.

1. CC1Cc2ccccc2N1C(=O)COC(=O)C1=COCCO1 (configuration not stated)
2. Cc1cccc(C)c1NC(=O)C/C(N)=N/O
3. OCn1ncn(-c2ccccc2)c1=S
4. CCc1nc(-c2cc3ccc(C)cc3[nH]c2=O)no1
5. CC(C)Cc1ccc(C#N)c(SCC(N)=O)n1
6. Cc1cc(C(=O)COC(=O)c2ccccc2O)c(C)n1Cc1cccs1
assay / entry	1	2	3	4	5	6
NFkB transloc pot	nt	3.7	9.3	12.5	11.8	-8.6
NFkB transloc pot cell count 2 µM	nt	94	142	152	135	145
Bcl-B displacement	5.4%	4.7%	2.6%	4.1%	-14.1%	-16.3%
PLAP inhibition	9.0%	-1.2%	-1.6%	6.1%	16.7%	-11.1%
IL1B NFkB inh	nt	-3.7	-9.3	-12.5	-11.8	8.6
IL1B NFkB inh cell count 2 µM	nt	94	142	152	135	145
MRP resist rev	-4.8	nt	1.4	-3.0	-3.0	nt
MRP resist rev cytotoxicity	95.7	nt	89.6	84.6	97.8	nt
MRP resist rev with doxorubicin	100.5	nt	88.2	87.6	100.8	nt

7. CCCS(=O)(=O)Nc1c(C(=O)O)[nH]c2ccccc12
8. Cc1ccnc(N2C(=O)C3C4CC(C(Br)C4Br)C3C2=O)c1 (configuration not stated)
9. Cn1c(N)c(C(=O)COC(=O)C2(c3ccc(F)cc3)CCCC2)c(=O)n(C)c1=O
10. CCOC(=O)C1C(=O)NC(N2CCN(c3ccccc3)CC2)=NC1c1ccccc1 (configuration not stated)
11. COc1ccc(C(=O)N/C(N)=N/c2nc3ccccc3o2)cc1
12. CC1(C)CC2CC(C)(CN2c2ncnc3ccccc23)C1 (configuration not stated)
assay / entry	7	8	9	10	11	12
NFkB transloc pot	13.7	-7.7	nt	2.9	nt	-4.7
NFkB transloc pot cell count 2 µM	145	113	nt	92	nt	98
Bcl-B displacement	-1.3%	5.8%	-4.2%	7.4%	-3.0%	-10.0%
PLAP inhibition	-24.7%	-4.7%	-2.8%	-10.5%	2.0%	6.6%
IL1B NFkB inh	-13.7	7.7	nt	-2.9	nt	4.7
IL1B NFkB inh cell count 2 µM	145	113	nt	92	nt	98
MRP resist rev	-7.2	nt	7.0	-9.4	-16.7	-12.3
MRP resist rev cytotoxicity	81.3	nt	93.5	76.1	18.8	50.9
MRP resist rev with doxorubicin	88.5	nt	86.5	85.4	35.5	63.2

13. CCN(CC)S(=O)(=O)N1CCC(C(=O)NC(C)CCc2ccccc2)CC1 (configuration not stated)
14. Cc1ccccc1-c1nc(Cc2ccc(Cl)cc2)no1
15. CCC(=O)N1CC2(C)CN(C(=O)CC)CC(C)(C1)C2
16. Cc1cc(C)c(C(=O)c2ccc(C(=O)N(C(C)C)C(C)C)cc2)c(C)c1
17. Cc1ccc(NC(=O)CCc2nnc(SCC(=O)Nc3ccccc3C)n2C)cc1Cl
18. O=C(COc1cccc2cccnc12)Nc1nccs1
assay / entry	13	14	15	16	17	18
NFkB transloc pot	2.5	18.0	nt	0.9	4.0	6.2
NFkB transloc pot cell count 2 µM	131	129	nt	59	136	93
Bcl-B displacement	-2.1%	3.1%	-4.0%	-10.8%	7.0%	-4.3%
PLAP inhibition	-29.5%	16.7%	15.2%	-93.9%	3.3%	-24.2%
IL1B NFkB inh	-2.5	-18.0	nt	-0.9	-4.0	-6.2
IL1B NFkB inh cell count 2 µM	131	129	nt	59	136	93
MRP resist rev	-7.2	-12.0	-7.0	-21.7	nt	-0.5
MRP resist rev cytotoxicity	92.0	92.2	106.1	23.9	nt	74.1
MRP resist rev with doxorubicin	99.2	104.2	113.0	45.6	nt	74.6

19. CC(=O)N1CCN=C1SCc1ccc(C)cc1
20. Cc1cccc(NC(=O)CSC(N)=O)c1C
21. O=c1c2c(-c3ccccc3)csc2ncn1/N=C/c1c2ccccc2cc2ccccc12
22. Cn1c2c(c(=O)n(C)c1=O)C(c1cccc([N+](=O)[O-])c1)Nc1ccccc1O2 (configuration not stated)
23. N#Cc1c(N2CCOCC2)nc(N2CCCCC2)c2c1CCN(C1CCCCC1)C2
24. CCOC(=O)N1CCC(NC(=O)CS(=O)(=O)Cc2nc(-c3ccc(C)cc3)oc2C)CC1
assay / entry	19	20	21	22	23	24
NFkB transloc pot	nt	17.6	-6.8	10.1	-1.6	2.2
NFkB transloc pot cell count 2 µM	nt	181	209	146	45	149
Bcl-B displacement	-1.2%	-17.5%	-21.1%	-16.5%	6.0%	-5.3%
PLAP inhibition	4.9%	-67.2%	-25.2%	9.1%	-98.6%	-40.5%
IL1B NFkB inh	nt	-17.6	6.8	-10.1	1.6	-2.2
IL1B NFkB inh cell count 2 µM	nt	181	209	146	45	149
MRP resist rev	8.6	-31.2	nt	7.9	34.1	12.3
MRP resist rev cytotoxicity	101.1	45.4	nt	88.5	77.5	88.3
MRP resist rev with doxorubicin	92.5	76.6	nt	80.5	43.4	76.0

25. Cc1nnc(NC(=O)CSc2nc3c(c(=O)n2C)SC(C)C3)s1 (configuration not stated)
26. COc1cccc(/C=N/NC(=O)c2cccc([N+](=O)[O-])c2)c1OS(=O)(=O)c1ccccc1
27. Cc1ccc(NC(=O)CSc2nnc(Cc3cccn3C)n2-c2ccc(F)cc2)c(C)c1
28. COc1ccc(OCCSc2nnc(CC(=O)Nc3cccc(Cl)c3Cl)n2C)cc1
29. O=C(c1cc(-c2cccc(O)c2)on1)N1CCc2ccccc2C1
30. COc1cc(C(C[N+](=O)[O-])c2c(-c3ccccc3)cc3ccccn23)cc(OC)c1OC (configuration not stated)
assay / entry	25	26	27	28	29	30
NFkB transloc pot	0.0	9.8	-4.5	2.0	nt	8.7
NFkB transloc pot cell count 2 µM	61	141	156	132	nt	137
Bcl-B displacement	2.3%	9.5%	-0.4%	10.7%	2.0%	-29.0%
PLAP inhibition	0.1%	8.5%	-34.0%	-50.8%	-32.9%	-45.4%
IL1B NFkB inh	0.0	-9.8	4.5	-2.0	nt	-8.7
IL1B NFkB inh cell count 2 µM	61	141	156	132	nt	137
MRP resist rev	8.7	nt	-2.1	15.0	-2.2	-5.0
MRP resist rev cytotoxicity	87.5	nt	75.8	100.4	90.5	10.6
MRP resist rev with doxorubicin	78.8	nt	77.9	85.4	92.6	15.6

31. CC1(C)CC(=O)C(C(C2=C(O)CC(C)(C)CC2=O)c2cccnc2)C(=O)C1 (configuration not stated)
32. O=C(COC(=O)c1ccncc1)NCc1ccccc1
33. Cc1ccc2c(C)ccc(O)c2n1
34. CCc1ccccc1NC(=O)/C(=C/c1ccco1)c1ccccc1
35. Cc1ccc(N2C(=O)C(Cl)=C(N3CCN(C)CC3)C2=O)c(C)c1
36. COC(=O)CC1COc2ccccc2N1C(=O)c1ccc(C(C)(C)C)cc1 (configuration not stated)
assay / entry	31	32	33	34	35	36
NFkB transloc pot	nt	-12.0	-1.1	4.5	19.7	12.3
NFkB transloc pot cell count 2 µM	nt	165	31	189	171	131
Bcl-B displacement	3.0%	1.3%	9.7%	-3.5%	nt	-11.6%
PLAP inhibition	-7.0%	-15.5%	-26.2%	30.6%	nt	-27.1%
IL1B NFkB inh	nt	12.0	1.1	-4.5	-19.7	-12.3
IL1B NFkB inh cell count 2 µM	nt	165	31	189	171	131
MRP resist rev	-7.1	-5.4	-6.9	12.6	-14.1	nt
MRP resist rev cytotoxicity	96.8	92.2	29.4	84.4	53.5	nt
MRP resist rev with doxorubicin	103.9	97.6	36.3	71.8	67.7	nt

37. COc1ccc(CNC(=O)C(c2cccs2)N(Cc2ccco2)C(=O)Cc2cccs2)cc1 (configuration not stated)
38. Cc1ccc(S(=O)(=O)N(CC(=O)NC2CCCCCC2)c2ccccc2F)cc1
39. CC(=O)OC(C(=O)Nc1ccccc1C)C(OC(C)=O)C(OC(C)=O)C(OC(C)=O)C(=O)Nc1ccccc1C (configuration not stated)
40. COCCOC(=O)C1=C(C)NC(SCC(=O)NC(C)(C)C)=C(C#N)C1c1ccco1 (configuration not stated)
41. Cc1ccc(-n2ncc3c(=O)n(CC(=O)N4CCCc5ccccc54)cnc32)cc1C
42. C=CCNS(=O)(=O)c1ccc2nsnc2c1
assay / entry	37	38	39	40	41	42
NFkB transloc pot	-0.4	8.6	-8.3	-6.5	7.7	nt
NFkB transloc pot cell count 2 µM	107	163	102	91	144	nt
Bcl-B displacement	nt	-11.0%	nt	-5.0%	nt	4.7%
PLAP inhibition	nt	1.0%	nt	-65.6%	nt	13.2%
IL1B NFkB inh	0.4	-8.6	8.3	6.5	-7.7	nt
IL1B NFkB inh cell count 2 µM	107	163	102	91	144	nt
MRP resist rev	11.8	3.0	5.5	-19.6	12.1	-8.3
MRP resist rev cytotoxicity	75.0	81.5	91.9	66.9	100.4	98.0
MRP resist rev with doxorubicin	63.3	78.5	86.3	86.5	88.4	106.3

43. Cc1ccc(-c2nnn(CC(=O)NC3CCN(Cc4ccccc4)CC3)n2)cc1
44. CC1(C)Cc2c(sc3nc4n(c(=N)c23)CCC4)CO1
45. COC(=O)/C(=C(/F)SCC(C)=O)C(F)(F)F
46. COc1ccc(-c2ccc(C#N)c(SCC(=O)Nc3sc4c(c3C#N)CCC4)n2)cc1
47. CCOc1cc(NC(=O)C2CCCCC2)c(OCC)cc1NC(=O)c1ccco1
48. Cc1cc(NC(=O)/C=C/C(=O)N(c2ccccc2C)C(C(=O)NC2CCCC2)c2ccc(F)cc2)no1 (configuration not stated)
assay / entry	43	44	45	46	47	48
NFkB transloc pot	-0.2	-6.4	14.2	5.1	15.0	-9.8
NFkB transloc pot cell count 2 µM	137	116	55	118	83	147
Bcl-B displacement	nt	-0.1%	7.2%	-14.7%	0.0%	-4.8%
PLAP inhibition	nt	-9.9%	-11.9%	-2.6%	12.4%	-8.3%
IL1B NFkB inh	0.2	6.4	-14.2	-5.1	-15.0	9.8
IL1B NFkB inh cell count 2 µM	137	116	55	118	83	147
MRP resist rev	-5.2	-2.0	-8.4	-22.7	-2.8	nt
MRP resist rev cytotoxicity	93.3	98.0	73.1	81.3	101.2	nt
MRP resist rev with doxorubicin	98.4	100.0	81.5	104.0	104.0	nt

49. O=C(CCn1c(=O)oc2ccccc21)Nc1ccccc1
50. COC(=O)c1ccc(-n2nnnc2SCc2nn[nH]n2)cc1
51. CCOc1ccc(C(=O)Nc2ccc(NC(=O)c3ccco3)c(Cl)c2)cc1Br
52. Cc1ccc(S(=O)(=O)N(CC(=O)O)Cc2ccccc2F)cc1
assay / entry	49	50	51	52
NFkB transloc pot	-4.2	20.8	23.9	-6.4
NFkB transloc pot cell count 2 µM	172	158	177	92
Bcl-B displacement	-3.5%	1.6%	-23.2%	-7.4%
PLAP inhibition	-5.0%	-16.6%	3.0%	-7.8%
IL1B NFkB inh	4.2	-20.8	-23.9	6.4
IL1B NFkB inh cell count 2 µM	172	158	177	92
MRP resist rev	5.2	15.3	nt	5.3
MRP resist rev cytotoxicity	85.8	99.3	nt	96.8
MRP resist rev with doxorubicin	80.5	84.0	nt	91.4

An excerpt (hit frequency here may not be typical).
